# CHRM1 agonist: human M1 muscarinic receptor agonists, primary screen, Fluo-8 calcium fluorescence, CHO-K1 cells, HTS | Muscarinic acetylcholine receptor M1 (Homo sapiens), P11229 | CHO-K1 hM1, agonist mode; 0% DMSO, 100% acetylcholine EC100 | activation, % at 3 µM | 0.33% of 360,000 active;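 active means activation above the run's mean compound activation plus 3 SD, cut at about 16% in these data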;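 further: peak over basal fluorescence ratio within a 140 s kinetic read after compound addition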
# TAAR1 ag: human TAAR1 agonists, primary screen, Fluo-8 calcium fluorescence, CHO RD-HGA16 cells. vehicle wells 0%, saturating PEA agonist 100%. 0.99% of 360,000 active. Trace amine-associated receptor 1 (Homo sapiens), Q96RJ0. activation, % at 3 µM. AID 624467, 2012;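 active means activation above the mean activation of all test compounds in the run plus 3 SD, cut at about 38% in these data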
#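 Repeats: no replicates (n 1) | Material: CHO-derived RD-HGA16 cells with stable Gα16 and human TAAR1 | Technique: Kinetic Fluo-8 calcium fluorescence | Schedule: 17-24 h seeding, 75 min 37 °C dye, 30 min RT | Evaluation: % activation from peak over basal fluorescence ratio, DMSO-to-PEA scaled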
# CHRM1 PAM: human M1 muscarinic receptor positive allosteric modulators, primary screen, CHO-K1 cells, Fluo-8 calcium fluorescence, 1536-well; CHO-K1 hM1, ACh EC20; 0% = ACh EC20, 100% = maximal ACh; activation, % at 3 µM; Muscarinic acetylcholine receptor M1 (Homo sapiens), P11229; 0.088% of 360,000 active; in the data active means activation above about 19%, passing the limit was not always enough
# M5 antag: human M5 muscarinic receptor antagonists, primary screen, CHO cells, Fluo-8 calcium fluorescence | CHO-hM5 cells, ACh EC80 | inhibition, % at 3 µM | 0.59% of 360,000 active | AID 624040, 2012;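 active means inhibition above a per-plate cutoff, the mean of that plate's test compounds plus 3 SD, cut at about 27% in these data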;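 further: 0% = acetylcholine EC80 with DMSO and 100% = DMSO without agonist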
# Target sequence (P08912 whole entry, looked up): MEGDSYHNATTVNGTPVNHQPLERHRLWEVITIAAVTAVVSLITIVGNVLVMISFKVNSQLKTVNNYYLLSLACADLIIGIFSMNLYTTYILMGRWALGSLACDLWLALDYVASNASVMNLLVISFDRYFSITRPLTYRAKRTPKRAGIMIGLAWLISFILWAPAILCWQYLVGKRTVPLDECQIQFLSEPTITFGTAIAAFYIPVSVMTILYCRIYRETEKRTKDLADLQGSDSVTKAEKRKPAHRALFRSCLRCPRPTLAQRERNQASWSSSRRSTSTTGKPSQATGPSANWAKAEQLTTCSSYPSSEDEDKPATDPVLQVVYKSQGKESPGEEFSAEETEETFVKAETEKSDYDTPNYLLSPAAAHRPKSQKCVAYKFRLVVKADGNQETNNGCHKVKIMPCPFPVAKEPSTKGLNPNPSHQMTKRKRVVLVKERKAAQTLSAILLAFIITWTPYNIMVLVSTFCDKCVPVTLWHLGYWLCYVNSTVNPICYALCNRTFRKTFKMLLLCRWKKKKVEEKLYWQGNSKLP
# CHRM1 antagonist: human M1 muscarinic receptor antagonists, primary screen, CHO-K1 cells, Fluo-8 calcium fluorescence, 1536-well; Muscarinic acetylcholine receptor M1 (Homo sapiens), P11229; CHO-K1 hM1, ACh EC80 antagonist; inhibition, % at 3 µM; 1.3% of 360,000 active; AID 588852, 2011;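 active means percent inhibition above its own plate's cutoff, namely the mean of that plate's compound wells plus 3 SD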;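 further: peak over basal fluorescence ratio during 140 s after agonist addition; 0% = ACh EC80 plus DMSO and 100% = DMSO alone without agonist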
# CHRM5 PAM: human M5 muscarinic receptor positive allosteric modulators, primary screen, CHO-K1 cells, Fluo-8 calcium fluorescence | Muscarinic acetylcholine receptor M5 (Homo sapiens), P08912 | 0.3% of 360,000 active | CHO-K1 hM5, ACh EC20 PAM; 0% = ACh EC20, 100% = ACh EC100 | activation, % at 3 µM;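 active means activation above the run cutoff, the mean activation of all test compounds plus 3 SD, cut at about 18% in these data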
#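 Assay system: CHO-K1 hM5 cells. Also added: acetylcholine at EC20 concentration, added after compound. Dosing: 3 µM, single dose. Times: compound preincubation 140 s before EC20 acetylcholine addition. Signal: Fluo-8 calcium fluorescence. Measure: % activation relative to EC20 and EC100 ACh responses. Repeats: singlicate, one well per test compound.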
# M4 ag: human M4 muscarinic receptor agonists, primary screen, CHO-K1 cells, Fluo-8 calcium fluorescence; 0.14% of 360,000 active; CHO-K1 hM4/Gqi5; vehicle 0%, full acetylcholine response 100%; AID 624127, 2012; activation, % at 3 µM;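 active means activation above the run mean over all test wells plus 3 SD, cut at about 32% in these data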;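 further: peak over basal fluorescence ratio per well then scaled between controls; 0% = DMSO wells and 100% = acetylcholine at EC100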
# Target sequence (P08173 whole entry, looked up): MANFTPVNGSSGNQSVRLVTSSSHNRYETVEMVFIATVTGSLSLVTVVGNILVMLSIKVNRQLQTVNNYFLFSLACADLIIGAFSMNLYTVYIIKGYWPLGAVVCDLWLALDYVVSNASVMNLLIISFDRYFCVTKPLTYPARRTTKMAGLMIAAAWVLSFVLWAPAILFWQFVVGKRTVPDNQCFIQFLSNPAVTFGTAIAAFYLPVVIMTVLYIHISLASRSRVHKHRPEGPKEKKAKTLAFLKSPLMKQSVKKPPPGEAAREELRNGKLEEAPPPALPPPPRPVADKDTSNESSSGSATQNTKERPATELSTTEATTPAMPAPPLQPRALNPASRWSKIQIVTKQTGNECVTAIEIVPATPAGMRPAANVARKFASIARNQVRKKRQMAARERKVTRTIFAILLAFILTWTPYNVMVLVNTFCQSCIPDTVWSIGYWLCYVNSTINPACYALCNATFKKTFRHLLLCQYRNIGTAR
# CHRM4 antagonist: human M4 muscarinic receptor antagonists, primary screen, CHO cells, Fluo-8 calcium fluorescence. Muscarinic acetylcholine receptor M4 (Homo sapiens), P08173. CHO-hM4 cells, ACh EC80. inhibition, % at 3 µM. 0.73% of 360,000 active;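 active means inhibition above its plate's cutoff, the mean inhibition of sample wells plus 3 SD, cut at about 27% in these data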;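 further: 0% = acetylcholine EC80 with DMSO and 100% = DMSO without agonist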
# CHRM5 agonist: human M5 muscarinic receptor agonists, primary screen, CHO-K1 cells, Fluo-8 calcium fluorescence; CHO-K1 hM5 cells; 0% DMSO wells, 100% maximal acetylcholine response; activation, % at 3 µM; 0.19% of 360,000 active; AID 624037, 2012;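 active means activation above the run's mean over test compounds plus 3 SD, cut at about 23% in these data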;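 further: signal is peak over basal fluorescence ratio across the kinetic read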
# * = called active by the depositor; / = not tested or not shown. The list is partial; count on the stated rates, not on these rows.
SMILES,CHRM1 agonist,TAAR1 ag,CHRM1 PAM,M5 antag,CHRM1 antagonist,CHRM5 PAM,M4 ag,CHRM4 antagonist,CHRM5 agonist
CCC(C)(C)NC(=O)C(c1ccc(OC)cc1)N(Cc1ccc(OC)cc1)C(=O)CCC(=O)Nc1cc(C)on1 (centres undefined),2,-1,13,18,-23,-3,2,7,-1
O=C(c1ccco1)N1CCN(Cc2nc3ccc([N+](=O)[O-])cc3c(=O)n2-c2ccccc2F)CC1,-1,18,-3,15,15,-16,13,19,5
CCOC(=O)C1CCN(C(=O)COC(=O)/C=C/c2ccccc2)CC1,5,2,12,-3,-10,3,2,-13,7
CCNS(=O)(=O)c1ccc(CCC(=O)Nc2ccccc2)cc1,-3,2,1,-6,-4,1,1,3,-1
C=CCc1c(C)nc2c(C(=O)O)cnn2c1C,-4,/,6,-7,-5,2,0,-6,-2
Nc1nc2n(n1)C(c1ccco1)CC(c1ccc(Cl)c(Cl)c1)N2 (centres undefined),-1,6,10,1,-2,-2,0,6,3
O=C(NN1C(=O)CSC1=S)C(=O)NN1C(=O)CSC1=S,1,2,16,6,-20,8,2,-5,2
Cc1cc(CNC(=O)C2CCC(=O)N(Cc3ccccc3F)C2)nn1C (centres undefined),-1,7,6,-3,-8,5,1,5,-1
CCc1ccc(CCC(=O)N2CCN(S(=O)(=O)c3sc(C(=O)O)c(C)c3C(=O)O)CC2)cc1,-4,0,6,5,-4,-2,1,14,2
CN(C)S(=O)(=O)Oc1ccsc1C(=O)Nc1cccc(Cl)c1,-4,-1,3,-4,-2,-5,1,6,-5
COc1ccc(C2SCCN2S(=O)(=O)c2ccccc2)cc1OC (centres undefined),2,6,0,-2,-14,-4,6,-11,2
CCS(=O)(=O)N1CCN(c2ccc([N+](=O)[O-])c(NCc3ccccc3)c2)CC1,-2,8,10,4,-36,-6,4,-4,-3
CCOCCn1c2ccccc2c2nc3ccccc3nc21,-7,4,-3,7,-1,-6,6,-9,-3
C=CCN(C(=O)Nc1ccc(Cl)cc1)C1CC(=O)N(c2ccc(OC)cc2)C1=O (centres undefined),1,18,0,0,2,-6,7,-4,4
Cc1nc2ccccc2n1C(=O)c1ccccc1[N+](=O)[O-],-3,8,3,12,-1,-7,0,-2,-2
CN(C)c1ccc(N2C(=NC(=O)CC3CCCCC3)SC3CS(=O)(=O)CC32)cc1 (centres undefined),-1,4,13,-10,-16,5,2,-13,1
COc1ccc(CC(=O)NNS(=O)(=O)c2ccccc2[N+](=O)[O-])cc1,-3,5,4,18,-3,-4,0,5,-1
CCOC(=O)Nc1c(C(=O)OC)[nH]c2cccc(OC)c12,-3,3,10,-4,-10,-2,0,7,-2
CCOC(=O)C(NC(C)=O)(N1CCc2ccccc2C1)C(F)(F)F (centres undefined),-4,103*,6,3,-2,-3,1,-4,1
CCN(C(=O)COC(=O)c1cc(NS(=O)(=O)c2ccc(Cl)c([N+](=O)[O-])c2)ccc1O)C1CCCCC1,-5,2,9,-2,-10,5,0,1,3
Cc1ccc(-c2ccc([C@H]3[C@H]4C=CC[C@@H](C)[C@@H]4C(=O)N3Cc3ccccc3)c(F)c2)cc1,-1,6,11,-6,-25,8,2,-16,3
Nc1nc(N2CCN(C/C=C/c3ccccc3)CC2)nc2ccccc12,-2,10,-9,-1,-15,-11,10,2,-10
CC/C(Cc1ccccc1)=N/NC(=O)c1cccc(Br)c1,-5,3,6,0,-6,-5,1,4,-1
COc1ccc(C2CC(c3ccccc3)=NN2C(=O)CCC(=O)O)cc1 (centres undefined),-1,2,8,-24,-16,2,0,-9,6
Cc1cc(C)c(-c2nc3ccccc3s2)[nH]1,2,1,10,3,-11,1,3,-6,-2
O=C1NC(O)CCN1C1CC(O)C(CO)O1 (centres undefined),-5,2,-3,1,4,1,1,-6,1
COc1ccc(CCNc2ncnc3c2[nH]c2cc(OC)c(OC)cc23)cc1OC,-4,8,1,4,7,-9,10,-7,-1
O=C(NCCc1nc(-c2ccc(F)cc2)no1)c1ccc(F)cc1,-3,9,-2,4,4,4,2,5,5
CCOC(=O)C(C)Oc1ccc(C2NC(=O)NC(C)=C2C(=O)Nc2ccccc2C)cc1 (centres undefined),-3,3,4,2,-8,1,2,7,-1
O=C(Nc1cccnc1)c1ccc2c(c1)C(=O)N(CC1CCCO1)C2=O (centres undefined),-8,10,12,9,-9,-7,2,-10,-2
CCc1n[nH]c(=S)n1/N=C/c1ccc(NC(C)=O)cc1,-3,2,-5,2,12,0,1,-12,-1
COc1ccc(-c2noc(N3CCC(C(=O)NCCCN4CCCCC4)CC3)n2)cc1,-13,1,2,1,-8,2,1,-13,-2
COc1cc2nc(CN3CCN(S(=O)(=O)c4ccccc4)CC3)[nH]c(=O)c2cc1OC,-8,2,6,0,-10,0,2,-11,0
O=C(NC1=NCCS1)c1cc(-c2cccnc2)nc2ccccc12,-4,12,-6,10,10,-6,9,-3,0
CN1CCC(NC(=O)Cc2c(F)cccc2Cl)CC1,-8,3,-3,5,10,7,1,13,-6
CC(C)(C)c1ccc2oc(=O)cc(-c3cccc(-c4ccc(C(F)(F)F)cc4)c3)c2c1,-1,0,3,-10,-9,3,0,-9,2
CCN(CC)C(=O)c1ccccc1NS(C)(=O)=O,-7,1,8,12,-14,-8,0,7,0
Cc1cc(C(=O)CSc2nc(N)cc(=O)[nH]2)c(C)n1-c1ccc(OC(F)F)cc1,-8,-1,3,6,3,7,0,1,-1
O=C(Nc1ccnn1C1CCN(C(=O)c2cc(Cl)ccc2F)CC1)C1CCOC1 (centres undefined),0,6,-9,-10,25,8,2,0,-3
COC(=O)c1ccc(SCC(=O)NC2CCCC2)c([N+](=O)[O-])c1,-10,16,12,-1,-13,0,1,2,0
CC(C)CNS(=O)(=O)c1ccc(OCC(=O)Nc2ccc3c(c2)OCCO3)cc1,-4,-1,9,1,-18,-6,2,-27,-3
COC(=O)c1[nH]c2ccc(C)cc2c1NS(=O)(=O)c1ccc(F)c(C)c1,-4,7,-8,0,16,-16,3,12,-11
CC(C)OC(=O)c1cccc(C(=O)Oc2ccccc2)n1,-3,4,2,-8,-7,-2,-1,-22,-1
Cc1cccc(C(=O)N2CCC(=O)N(C(COCc3cccc(C(F)(F)F)c3)Cc3ccccc3)CC2)c1 (centres undefined),-3,7,-3,15,10,-11,4,-2,-3
Cc1cc(C)c(S(=O)(=O)Nc2nnc(C(C)C)s2)c(C)c1,-5,0,5,-5,-7,0,0,8,0
CC(=O)N1CCN(CCN=CC2=C(O)CC(c3ccc(Cl)cc3)CC2=O)CC1 (centres undefined),-5,7,3,0,-20,4,0,-11,-2
Cc1ccc(CN2CCN(Cc3ccc(OC(C)C)cc3)CC2CCO)o1 (centres undefined),-6,0,5,7,-8,-4,1,-8,-7
CCOc1cc(C(=O)N2CCN(c3ccccc3)CC2)cc(OCC)c1OCC,-2,-1,-6,6,24,-5,-1,10,-3
CCC(CC)C(=O)Nc1nnc(SCC(=O)NC2CCCCC2)s1,-5,3,10,17,-13,-6,0,-4,-3
CCOc1ccc(OCC(=O)OCc2csc(CC(=O)Nc3ccccc3C)n2)cc1,-2,5,3,5,-7,-6,13,5,1
COc1ccc(Br)cc1S(=O)(=O)NCCN1CCOCC1,-8,1,5,-1,0,-10,2,-1,-3
Cc1c(NS(=O)(=O)c2ccccc2F)c(=O)n(-c2ccccc2)n1C,9,0,16,5,-6,-1,1,-4,-3
Cc1ccc2nc(NCCCO)nc(-c3ccccc3)c2c1,-1,13,-3,-4,-3,4,2,-3,-2
CS(=O)(=O)N1CCc2cc(NC(=O)c3ccc(Cl)cc3Cl)ccc21,-8,2,17,-5,-5,-3,3,4,-2
O=C1[C@H](Cc2ccccc2)NCC=CC[C@@H](c2ccco2)N1Cc1ccccc1,-5,17,5,6,-1,9,2,11,7
O=C(CN(C(=O)Cn1nnc(-c2cccs2)n1)c1ccc2c(c1)OCCO2)NC1CCCCC1,-7,13,8,2,0,3,0,1,1
O=C(/C=C/c1ccc(OCc2c(F)cccc2Cl)cc1)N1CCOCC1,0,9,1,1,-1,11,1,11,2
CC(=O)Nc1ccc(S(=O)(=O)N2CCC(NC(=O)C(Cc3ccc(C)cc3)NC(C)=O)CC2)cc1 (centres undefined),0,4,16,3,-7,6,4,-10,-1
CCN1C(=O)[C@H]2[C@@H](c3ccc(-c4ccccc4)cc3)N[C@@](Cc3ccccc3)(C(=O)OC)[C@H]2C1=O,0,1,4,5,0,1,0,-14,-2
Fc1ccc(NC(=S)Nc2nccs2)cc1,2,12,5,10,-7,-4,7,-3,4

# 3 of the entries above in order of their number in CHRM5 agonist, rising.
smiles,CHRM5 agonist
Nc1nc(N2CCN(C/C=C/c3ccccc3)CC2)nc2ccccc12,-10
CCN(CC)C(=O)c1ccccc1NS(C)(=O)=O,0
CCOC(=O)C1CCN(C(=O)COC(=O)/C=C/c2ccccc2)CC1,7

# An excerpt from above, reduced to CHRM1 antagonist.
SMILES | CHRM1 antagonist
Nc1nc2n(n1)C(c1ccco1)CC(c1ccc(Cl)c(Cl)c1)N2 (centres undefined) | -2
O=C(NN1C(=O)CSC1=S)C(=O)NN1C(=O)CSC1=S | -20
Cc1cc(CNC(=O)C2CCC(=O)N(Cc3ccccc3F)C2)nn1C (centres undefined) | -8
CCc1ccc(CCC(=O)N2CCN(S(=O)(=O)c3sc(C(=O)O)c(C)c3C(=O)O)CC2)cc1 | -4
CN(C)S(=O)(=O)Oc1ccsc1C(=O)Nc1cccc(Cl)c1 | -2

# Going on with the list:
SMILES,CHRM1 agonist,TAAR1 ag,CHRM1 PAM,M5 antag,CHRM1 antagonist,CHRM5 PAM,M4 ag,CHRM4 antagonist,CHRM5 agonist
COCCN(C(=O)COC(=O)COc1ccc2ccccc2c1)c1c(N)n(Cc2ccccc2)c(=O)[nH]c1=O,-7,0,0,-6,1,8,1,8,-8
COc1ccc(C(=O)Nc2ccc(S(=O)(=O)Nc3onc(C)c3C)cc2)cc1OC,-2,-1,1,-12,-16,-2,0,-2,-2
CC1C2Cn3c(nc4ccccc43)C1N(C(C)C)O2 (centres undefined),-4,3,-1,12,5,6,1,11,-1
COCc1cc(C(C)=O)ccc1OC,-2,1,5,-10,-12,6,1,-10,-4
CC1CCCCC1N1CCN(C(=O)c2cccc(F)c2)CC1 (centres undefined),-6,7,-4,-2,3,3,1,-2,-9

# Bioassay records as filed in PubChem.
